CCHF vOTU inh = blocks the CCHF virus ovarian tumor domain protease; 370,000 tested, 0.55% active; CCHFV vOTU protease, Pep-AMC fluorescence; inhibition, % at 11.5 µM; AID 651958; in the data active means inhibition above about 30%; further: 0% = vehicle wells with enzyme and 100% = no enzyme wells
VHR inh abs = blocks human VHR1 dual specificity phosphatase; AID 1654; P51452; recombinant VHR phosphatase, pNPP absorbance; 290,000 tested, 0.52% active; inhibition, % at 13.3 µM; in the data active means inhibition above about 50%; further: some compounds called inactive have numbers as strong as hits
Target sequence (P51452 whole entry, looked up): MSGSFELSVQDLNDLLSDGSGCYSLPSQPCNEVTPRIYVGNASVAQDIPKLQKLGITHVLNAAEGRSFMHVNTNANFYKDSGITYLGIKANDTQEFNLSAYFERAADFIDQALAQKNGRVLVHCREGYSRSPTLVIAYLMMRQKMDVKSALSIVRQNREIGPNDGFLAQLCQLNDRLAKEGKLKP
Anthrax LF prot = inhibitors of Bacillus anthracis lethal factor protease. P15917. multiplex microsphere protease cleavage assay, LF. inhibition, % at 10 µM. 360,000 tested, 0.12% active. AID 588501; further: plate controls were buffer without enzyme for full effect and enzyme alone for no effect
Target sequence (P15917 whole entry, looked up): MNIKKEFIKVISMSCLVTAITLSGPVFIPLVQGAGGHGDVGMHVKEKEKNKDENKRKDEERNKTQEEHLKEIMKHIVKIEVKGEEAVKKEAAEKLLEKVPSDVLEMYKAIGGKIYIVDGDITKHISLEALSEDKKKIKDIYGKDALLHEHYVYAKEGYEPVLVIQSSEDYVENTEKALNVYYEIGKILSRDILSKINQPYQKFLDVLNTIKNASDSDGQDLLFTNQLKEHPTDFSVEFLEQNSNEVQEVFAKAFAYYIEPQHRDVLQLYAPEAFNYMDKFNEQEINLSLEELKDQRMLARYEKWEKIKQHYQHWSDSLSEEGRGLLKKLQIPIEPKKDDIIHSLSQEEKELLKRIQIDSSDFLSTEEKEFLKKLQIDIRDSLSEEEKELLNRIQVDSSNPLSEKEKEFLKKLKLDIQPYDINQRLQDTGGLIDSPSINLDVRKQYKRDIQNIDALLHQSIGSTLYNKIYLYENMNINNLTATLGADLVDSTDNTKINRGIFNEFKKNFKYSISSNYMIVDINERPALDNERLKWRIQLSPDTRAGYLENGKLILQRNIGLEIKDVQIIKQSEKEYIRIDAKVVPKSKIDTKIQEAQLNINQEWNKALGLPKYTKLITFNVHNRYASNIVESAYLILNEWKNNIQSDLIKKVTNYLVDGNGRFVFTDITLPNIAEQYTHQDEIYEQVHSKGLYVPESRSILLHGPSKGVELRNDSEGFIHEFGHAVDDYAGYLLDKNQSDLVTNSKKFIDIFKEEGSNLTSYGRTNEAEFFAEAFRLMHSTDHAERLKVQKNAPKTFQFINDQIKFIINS
BoNT-F LC inh = inhibitors of Botulinum neurotoxin F light chain protease | Multiplex microsphere protease cleavage assay, flow cytometry | inhibition, % at 10 µM | AID 588497 | 360,000 tested, 0.22% active; in the data active means inhibition above about 35%, passing the limit was not always enough; inconclusive means no clear call, values can overlap the other calls; further: plate controls were buffer without enzyme for full effect and enzyme alone for no effect
BoNT-A LC inh2 = inhibitors of Botulinum neurotoxin A light chain protease; multiplex microsphere protease substrate cleavage, flow cytometry; inhibition, % at 10 µM; 360,000 tested, 0.17% active; further: plate controls were buffer without enzyme for full effect and enzyme alone for no effect
MazF activator = MazEF (E. coli) toxin RNase activation. P0AE70. FAM/BHQ RNA-DNA oligo cleavage fluorescence, 5 h. activation, % at 20 µM. 350,000 tested, 0.32% active; in the data active means activation above about 50%
Rv3671c inh = inhibits the M. tuberculosis serine protease Rv3671c; P9WHR9; inhibition, % at 5.96 µM; 320,000 tested, 0.048% active; in the data active means inhibition above about 38%;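 further: extracellular domain of Rv3671c used as enzyme; 0% = enzyme with DMSO and 100% = no enzyme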
3CLpro inhibitor = SARS-CoV 3CLpro protease inhibition | P0C6X7 | inhibition, % at 6 µM | 290,000 tested, 0.14% active | recombinant SARS-CoV 3CLpro, quenched FRET peptide cleavage | AID 1706; in the data active means inhibition above about 12%
PriA SSB inh = inhibitors of Klebsiella pneumoniae PriA binding to SSB C-terminal tail | AlphaScreen SSBct-PriA binding, biotinylated peptide | inhibition, % at 33 µM | 430,000 tested, 0.6% active | AID 1272365; in the data active means inhibition mostly above about 37%, no sharp cut-off; inactive means mostly below about 20%;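 further: plate controls were negative control peptide for no effect and reference peptide for full effect; strong numbers were not always called active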
PrPC surface inh = reduces human prion protein on the cell surface; cell surface PrPC, TR-FRET read-out; inhibition, % at 13.8 µM; 370,000 tested, 0.43% active; AID 720596; in the data active means inhibition above about 24%; further: 0% = median of the test wells and 100% = reference compound wells
Starred values were filed as active, the others as inactive; ? = inconclusive; · = no result given; & = joins results of further samples. Unless noted, no stated cut-off is given here; in the data, active means inhibition above about 30%; inconclusive means no clear call, values can overlap the other calls; inactive means below that. An excerpt; the hit share may differ from the screen's.

SMILES	CCHF vOTU inh	VHR inh abs	Anthrax LF prot	BoNT-F LC inh	BoNT-A LC inh2	MazF activator	Rv3671c inh	3CLpro inhibitor	PriA SSB inh	PrPC surface inh
CCOc1ccccc1N1CC(C(=O)Nc2ccccc2N2CCOCC2)CC1=O (centres undefined)	-5	-2	0	-34	2.3	-10	-2	1	-6	-1
Cc1ccc(CN2C(=O)CCC2C(=O)NCCCN2CCOCC2)cc1 (centres undefined)	1	34	3	-5	0.4	7	-4	-2	-20	0
O=C(Nc1ccccc1)C1Cc2c(-c3ccccc3Oc3ccccc3)ccnc2O1 (centres undefined)	3	·	-4	-2	0.0	·	·	·	·	-2
O=C(Nc1nc(OCC(F)(F)F)cnc1/C=C\c1ccccc1)c1ccsc1	-1	·	-2	1	-0.2	·	·	·	·	7
CC(C)(C)[C@H]1C=C(C(=O)NC2CC2)O[C@@H](OCc2ccc(CO)cc2)C1	13	-2	-4	-7	0.4	3	-8	0	4	6
Cc1ccc2[nH]c(C(=O)N3CCOCC3)cc2c1	-9	33	-8	?	-0.6	6	-6	1	-19	-1
CC(=O)C12CCCCC1CC1[C@@H]3CC(C)C4=CC(=O)CC[C@]4(C)C3CC[C@@]12C (some centres undefined)	-12	-4	2	0	0.4	0	·	9	-2	0
CC(=O)c1ccc(N(CC(=O)NC2CCCC2)C(=O)c2csnn2)cc1	3	17	-1	-3	-1.5	-5	-1	8	2	-4
CCCN1CC=C2C(C#N)=C(N)C(C#N)(C#N)C(c3cc(OC)ccc3OC)C2C1 (centres undefined)	6	-3	-4	-15	0.4	33	-12	1	20	-6
Nc1sc2c(c1C(=O)NC1CCS(=O)(=O)C1)CCCC2 (centres undefined)	6	-13	-3	-9	0.3	9	-13	1	-13	-7
C=CCc1c(C)nc(C)nc1N/N=C/c1ccc([N+](=O)[O-])cc1	16	37	0	-5	0.6	11	-7	9	·	-42
O=c1cc(Nc2ccc3c(c2)OCCO3)[nH]c(=O)n1-c1ccc(Cl)cc1	2	16	-2	-3	-0.2	-10	4	-2	-2	-8
CC(C)N(Cc1nc(-c2ccccc2)no1)S(=O)(=O)c1ccccc1	-3	-21	0	3	-0.5	2	-8	-1	-11	-2
CCC(C(=O)NNC(=O)c1cnccn1)c1ccccc1 (centres undefined)	-11	-5	1	1	-0.3	-4	1	0	-11	6
COc1ccc(N2CCN(C(c3ccccc3)c3nnnn3C(C)(C)C)CC2)cc1 (centres undefined)	-2	·	-8	-2	-0.8	·	·	·	·	2
CN(CC(=O)Nc1ncn[nH]1)S(=O)(=O)c1cc(Cl)ccc1Cl	5	14	-3	-2	0.6	7	-6	1	1	9
CC(=O)Nc1ccc(C(=O)OCC(=O)Nc2ccc([N+](=O)[O-])cc2C(F)(F)F)cc1	-14	-2	0	-3	0.1	-1	-3	0	-5	-3
CCOc1ccc(N2C(=O)Nc3ccc(Br)cc3C2(O)C(=O)NCCN(C)C)cc1 (centres undefined)	-4	6	-4	4	-2.0	4	-9	-1	6	9
Cc1cc(OCc2cc(C(=O)N3CCN(CC4CC4)CC3)no2)cc(C)c1Cl	20	25	-2	3	0.3	-4	-10	-1	-8	-2
O=C(CSc1n[nH]c(-c2ccco2)n1)Nc1sc2c(c1C(=O)Nc1ccccc1)CCCC2	-5	0	4	13	1.5	-1	-34	3	15	-1
CN1CCc2c(OCC(=O)NC3CCCCC3)cccc2C1=O	4	-2	2	4	-0.1	-1	0	0	6	3
Cc1cc(=O)n2c(nc3ccccc32)s1	-12	·	-3	-4	-0.5	8	·	·	·	0
O=C1Nc2cc(Cl)ccc2Nc2cscc21	-1	·	4	1	-0.3	10	1	·	11	-7
CCC(C)N(C(=O)Cn1nnc2ccccc21)C(C(=O)NCc1ccco1)c1cccc(OC)c1 (centres undefined)	13	-2	4	-11	-1.3	11	1	5	-9	0
CCCCCN(C(=O)NC(=O)Nc1cccc(C)c1C)S(C)(=O)=O	17	13	-1	-9	-0.7	6	6	0	-8	8

Brought forward from above: 5 entries, then new ones.
SMILES	CCHF vOTU inh	VHR inh abs	Anthrax LF prot	BoNT-F LC inh	BoNT-A LC inh2	MazF activator	Rv3671c inh	3CLpro inhibitor	PriA SSB inh	PrPC surface inh
CN1CCc2c(OCC(=O)NC3CCCCC3)cccc2C1=O	4	-2	2	4	-0.1	-1	0	0	6	3
Cc1cc(=O)n2c(nc3ccccc32)s1	-12	·	-3	-4	-0.5	8	·	·	·	0
O=C1Nc2cc(Cl)ccc2Nc2cscc21	-1	·	4	1	-0.3	10	1	·	11	-7
CCC(C)N(C(=O)Cn1nnc2ccccc21)C(C(=O)NCc1ccco1)c1cccc(OC)c1 (centres undefined)	13	-2	4	-11	-1.3	11	1	5	-9	0
CCCCCN(C(=O)NC(=O)Nc1cccc(C)c1C)S(C)(=O)=O	17	13	-1	-9	-0.7	6	6	0	-8	8
CCNc1nc(NCC)nc(C(=O)Nc2ccccc2)n1	-4	11	1	-3	1.1	4	5	1	-4	-2
CCOc1ccc(NC(=O)Nc2c(C)n(C)n(-c3ccccc3)c2=O)cc1	-1	·	1	-12	-1.4	-1	-7	-5	-3	-6
Cc1cc(=O)[nH]c(SCC(=O)NC(c2ccccc2)c2ccccc2)n1	-10	13	-3	1	-0.6	8	1	6	3	10
O=C(Nc1cccc2ncccc12)c1ccc(F)cc1	2	-5	-1	-7	-0.8	3	0	-1	1	1
Cc1cccc(/C=N/n2c(C)nc3ccccc3c2=O)c1	-8	13	-4	-2	-2.8	-3	1	1	·	-7
O=C(NNC(=S)NC(=O)c1ccccc1)c1cccnc1	13	11	-2	4	0.7	-5	4	-1	-1	-6
Cn1cc(C(c2ccccn2)c2cn(C)c3ccccc23)c2ccccc21	6	-32	3	-25	1.6	-10	6	6	50*	11
C/C=C(\C)CN1CCN(c2cccc(C)c2C)CC1	3	-10	-4	-6	-1.5	3	-2	-3	-15	4
CCN(c1ccc(OC)cc1)S(=O)(=O)c1ccc2c(c1)CC(C)N2C(=O)C1CC1 (centres undefined)	14	-20	-1	-2	-1.4	5	-7	1	-1	14
COc1ccc(NC(=O)N(C)C[C@H]2Oc3ccc(NS(=O)(=O)c4ccc(F)cc4)cc3C(=O)N([C@H](C)CO)C[C@@H]2C)cc1	0	·	-2	-2	-0.6	-2	6	·	-13	-1
N#CCSc1nnc(Cc2cccc3ccccc23)n1C1CCCCC1	3	30	-1	-25	-0.5	2	3	-6	0	7
Cc1ccsc1CN(C)CC(=O)NCC(=O)Nc1ccc(F)c(F)c1F	-4	·	4	-5	0.1	3	-4	·	0	-2
CCn1c(=NC(=O)c2cccc(N3C(=O)CCC3=O)c2)sc2c(C)ccc(OC)c21	-3	25	-4	1	-0.1	4	-37	-3	-5	-3
N#Cc1ccc(C(=O)N2CCN(C(=O)C3CCCO3)CC2)cc1 (centres undefined)	2	·	-4	-12	-0.8	-2	4	·	0	0
O=S(=O)(c1ccccc1)N1CCN(C(c2ccccc2)c2ccc(OC(F)(F)F)cc2)CC1 (centres undefined)	2	6	-5	18	-2.0	-5	-6	4	-5	-7
Cc1ccccc1NC(=S)N(Cc1cccnc1)Cc1ccccc1Cl	4	22	0	-3	-0.1	5	-1	6	8	-6
COc1ccc(CCNC2CC(=O)N(N(C)C)C2=O)cc1OC (centres undefined)	-20	19	7	-5	0.3	-15	6	-2	-7	-3
Cc1cc(C)c2[nH]c(=O)c(CN(CC3CCCO3)C(=O)C3CCCO3)cc2c1 (centres undefined)	-1	5	2	1	0.6	0	-12	-5	-11	3
Cc1c(C)n(Cc2ccccc2)c2ncnc(NCCN(C)C)c12	-10	-5	-14	-3	-0.5	9	-7	-6	0	-3
COc1ccc(OC)c(C2C(C(=O)c3ccc(C)o3)=C(O)C(=O)N2c2cc(C)on2)c1 (centres undefined)	6	-4	0	0	-0.1	-22	-5	-3	-7	-4
O=C(NCCn1cc(SCc2ccc(F)cc2)c2ccccc21)c1ccccc1F	·	8	-5	-7	1.0	15	0	4	-4	·
CCc1nc2ccccc2c(C(=O)OCC(=O)C(C)(C)C)c1C	1	6	4	14	2.0	0	-2	0	-23	8
NC(=O)CSc1nccn1Cc1ccc(Cl)cc1	-11	26	-2	-7	-1.2	-1	0	-1	2&2&6	3
Cn1c(N)c(C(=O)CSc2nc(N)cc(=O)[nH]2)c(=O)n(C)c1=O	-5	-4	-11	-6	-0.9	1	-28	-2	-1	-2
O=C(NCC(c1ccco1)N1CCCCC1)C(c1ccccc1)c1ccccc1 (centres undefined)	-5	-1	-4	0	0.1	-5	-2	3	-11	1
SMILES	CCHF vOTU inh	VHR inh abs	Anthrax LF prot	BoNT-F LC inh	BoNT-A LC inh2	MazF activator	Rv3671c inh	3CLpro inhibitor	PriA SSB inh	PrPC surface inh
COc1ccccc1C(=O)NCCC(=O)Nc1ccc(S(=O)(=O)Nc2ncccn2)cc1	-15	·	0	3	-4.2	-1	-8	·	8	5
CN(C(=O)c1cnc(N2CCN(c3ncccn3)CC2)c2ccccc12)c1ccc(Cl)cc1	6	16	2	0	0.3	2	0	2	7	-4
Nc1ccc(C(=O)OCCc2ccccc2)cc1	-5	·	-5	-5	-0.3	3	6	·	-53	4
COc1ccc(S(=O)(=O)NC(C(=O)NCCc2ccccn2)C(C)C)cc1 (centres undefined)	-6	14	-1	-1	-0.2	1	-1	-2	-7	-5
O=C(Nc1ccccc1OC(F)F)c1cccc(S(=O)(=O)N2CCCC2)c1	-12	-26	-1	7	2.7	4	-10	-1	-1	2
COc1ccc(/C=C(/C(=O)c2ccc(Cl)cc2Cl)n2cncn2)cc1	-1	17	-3	-9	3.7	5	4	3	-3	5
O=C(O)C1C2OC(C(Br)C2Br)C1C(=O)O (centres undefined)	6	·	1	-4	-0.6	5	·	·	-9	-6
Cc1cc(C)c(C(=O)N2CCCC(CNS(=O)(=O)c3cccs3)C2)o1 (centres undefined)	16	4	7	4	2.7	-3	3	-2	-11	6
Cc1ccc(C)c(OCCCCCn2ccnc2)c1	16	-2	-1	-2	-0.4	4	1	3	16	2
CN(C(=O)COC(=O)CSc1ccc([N+](=O)[O-])cc1)c1ccccc1	17	·	1	5	1.5	-1	10	·	8	-6
CCc1nc(CNC(=O)C2CCC(=O)N(CCc3cccc(F)c3)C2)no1 (centres undefined)	5	-9	6	10	7.8	-8	-2	5	2	-4
COc1ccc(CCNC(=O)CN2C(=O)NC(Cc3c[nH]c4ccccc34)C2=O)cc1 (centres undefined)	10	9	2	29	2.4	-1	6	1	17	0
Cc1nn(-c2ccccc2)c(C)c1/C=N/NC(=O)c1cc(C23CC4CC(CC(C4)C2)C3)[nH]n1	-3	-1	-1	4	0.0	-4	-8	4	·	6
CC(C)C(Cl)=NOC(=O)Nc1ccc(F)cc1	-13	·	-2	-8	-0.1	-24	·	·	-17	5
COC(=O)Cc1ccc(NC(=O)c2ccc3c(c2)C(=O)N(CC2CCCO2)C3=O)cc1 (centres undefined)	18	24	-2	4	0.1	0	0	-2	-19	-2
COc1ccc(S(=O)(=O)N(CC(=O)N2CCN(C)CC2)C2CCCCC2)cc1OC	8	12	-2	-1	0.8	5	1	-3	-3	2
Cc1cc(C)c(NC2=NS(=O)(=O)c3ccccc32)c(C)c1	-3	-16	-3	1	?	-5	2	2	2	-1
COc1ccc(OCC(=O)N2CCN(c3nnc(-c4ccccc4)c4ccccc34)CC2)cc1	1	3	0	-3	-0.6	-15	-3	-3	22	-13
S=C(NCc1ccccc1)N1CCN(Cc2ccc3c(c2)OCO3)CC1	7	26	-1	-13	-2.0	7	-11	-3	-3	0
CC(C)(C)c1ccc(C(=O)NCC(=O)OCN2C(=O)c3ccccc3C2=O)cc1	10	49	-8	4	-0.3	-13	-13	-6	-2	2
CC(=O)c1cc2c(cc1NC(=O)c1ccc(-n3nc(C)cc3C)cc1)OCO2	4	·	-2	-2	0.3	0	·	·	-7	-5
